PHOSPHO1 block: PHOSPHO1 (human) inhibition; Q8TCT1; inhibition, % at 13.3 µM; AID 1565; 290,000 compounds, 1.1% hits; recombinant PHOSPHO1, absorbance phosphatase assay; in the data active means inhibition above about 60%
Target sequence (Q8TCT1 whole entry, looked up): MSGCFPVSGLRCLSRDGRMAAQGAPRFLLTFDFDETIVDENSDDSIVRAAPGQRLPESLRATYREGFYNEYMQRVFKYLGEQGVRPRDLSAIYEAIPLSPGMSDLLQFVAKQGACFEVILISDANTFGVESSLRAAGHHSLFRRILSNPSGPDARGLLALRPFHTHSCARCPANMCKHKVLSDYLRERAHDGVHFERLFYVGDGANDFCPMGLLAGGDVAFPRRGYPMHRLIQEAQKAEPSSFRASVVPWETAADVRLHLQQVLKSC
MEKK3 PB1 HTS: MEKK3-MEK5 PB1 interaction, increase or decrease; bead-based flow cytometry, Alexa488-MEK5 binding to MEKK3; actives lie on both sides; 0 = blocked by unlabeled MEK5, 100 = vehicle; binding response (% of control), % at 10 µM; 290,000 compounds, 1.4% hits;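 active means binding response more than 3 SD above or below the average of its plate-row segment, actives on both sides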;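 further: Alexa488 bead fluorescence after subtracting the streptavidin-only scavenger bead signal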
IMP-1 inhibitor: blocks Pseudomonas aeruginosa IMP-1 metallo-beta-lactamase | 290,000 compounds, 0.45% hits | purified IMP-1, nitrocefin hydrolysis, epi-absorbance fluorescence | inhibition, % at 5.6 µM | AID 1556;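 active means inhibition above the mean plus 3 SD of all compounds in the same screening run, cut at about 4.5% in these data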;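 further: 0% = IMP-1 with DMSO and 100% = DMSO wells lacking enzyme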
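Assay system: purified recombinant IMP-1 beta-lactamase. Input: IMP-1 0.2 nM before substrate addition. Buffer or medium: Zinc- and detergent-supplemented HEPES buffer, pH 7.1. Schedule: 25 °C, 15 min preincubation, 25 min reaction. Signal: Epi-absorbance fluorescence, 480 nm excitation, 530 nm emission. Evaluation: percent inhibition from optical density relative to buffer-blank wells.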
VIM-2 inh: blocks Pseudomonas aeruginosa VIM-2 metallo-beta-lactamase. purified VIM-2, nitrocefin hydrolysis, epi-absorbance fluorescence. inhibition, % at 5.6 µM. AID 1527. 290,000 compounds, 0.89% hits;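 active means inhibition above the mean of all tested compounds plus 3 SD, cutoff set per screening run, cut at about 7.5% in these data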;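 further: red hydrolysis product quenches plate fluorescence so inhibitors raise well fluorescence; 0% = enzyme with DMSO and 100% = DMSO without enzyme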
p-CIP stab down: p/CIP protein destabilization | Q05BA5 | F442A p/CIP-EGFP cells, EGFP fluorescence, 16 h | decrease of EGFP signal, % at 10 µM | 290,000 compounds, 0.01% hits | AID 1984;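 active means EGFP signal decrease of at least 30% at 10 µM or well 3 SD below plate mean, unless failing retest; inactive means the rest, including hits failing retest or dose response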; further: some compounds called inactive have numbers as strong as hits; many of its hits are not listed in these tables
SUMO HTRF inh: blocks human SUMOylation mediated by UBC9; P63279; inhibition, % at 35 µM; AID 2006; 290,000 compounds, 0.36% hits; HTRF SUMOylation assay, SAE1/SAE2 + UBC9, in vitro; in the data active means inhibition above about 50%, passing the limit was not always enough; further: strong numbers were not always called active
Target sequence (P63279 whole entry, looked up): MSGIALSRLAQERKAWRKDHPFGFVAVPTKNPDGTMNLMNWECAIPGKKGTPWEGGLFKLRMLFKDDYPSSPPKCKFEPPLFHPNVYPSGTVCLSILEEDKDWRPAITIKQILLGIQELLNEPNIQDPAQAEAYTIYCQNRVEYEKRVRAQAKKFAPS
HCV NS3 hel inh: blocks Hepatitis C virus NS3 helicase unwinding; NS3 helicase DNA unwinding, Cy5 molecular beacon fluorescence; 290,000 compounds, 0.56% hits; AID 1800; inhibition, % at 10.9 µM;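 active means inhibition above the mean of all tested compounds plus 3 SD, set per campaign, cut at about 35% in these data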;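 further: 0% = DMSO wells and 100% = thioflavine S control wells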
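Assay system: hepatitis C virus NS3 helicase domain fragment enzyme. Also added: annealed dual-labelled DNA beacon duplex, ATP-started. Timing: 1 h reaction at 25 °C, ATP-initiated. Technique: Cy5 fluorescence at 0 and 60 min, beacon hairpin quenching. Evaluation: % inhibition of unwinding. Replication: one well per compound.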
DNA FID counter: counter-screen for HCV NS3 helicase inhibitors: DNA intercalator displacement; DNA fluorescent intercalator displacement, fluorescence; inhibition, % at 7.9 µM; 290,000 compounds, 0.17% hits; AID 1845; in the data active means inhibition above about 37%;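 further: 0% = vehicle and 100% = reference compound; higher means more ethidium bromide displaced from hairpin DNA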
IDE act: IDE (human) activation, cell-based; P14735; HEK cells, FAbeta-B cleavage, fluorescence polarization; 0% vehicle, 100% cell-free pure enzyme wells; activation, % at 5.96 µM; 340,000 compounds, 0.073% hits;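 active means activation above the mean of all tested compounds plus 3 SD, set per screening campaign, cut at about 17% in these data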
Numbers without * were called inactive; nt = not tested or not shown; [ ] = dose if it differs, or a comment. These rows are one share of the data; count on the stated rates, not on these rows.

SMILES,PHOSPHO1 block,MEKK3 PB1 HTS,IMP-1 inhibitor,VIM-2 inh,p-CIP stab down,SUMO HTRF inh,HCV NS3 hel inh,DNA FID counter,IDE act
COc1ccc(N(CC(=O)N2c3ccccc3CC2C)S(=O)(=O)c2c(C)noc2C)cc1 (stereo unspecified),2,100,-2.1,-2.4,-2,-22,-15,-31,2
O=C(NN1C(=O)C2C3C=CC(C3)C2C1=O)c1ccco1 (stereo unspecified),-6,100,-2.1,-4.9,-6,0,0,-2,2
COc1ccc(NC(=O)CSCc2cc(=O)n3ccsc3n2)cc1,18,93,-1.9,-2.8,4,16,-2,-4,0
O=C(Nc1ccccc1C(=O)NCCN1CCOCC1)c1ccco1,14,112,-1.1,-1.3,-2,-21,4,-3,3
COc1ccc(NC(=O)NNC(=O)COc2ccc3ccccc3c2)cc1,22,101,-0.7,-0.6,-5,-1,-8,-15,6
Cc1ccc(Sc2ccc(/C=N/O)cc2[N+](=O)[O-])cc1,-36,100,-4.0,0.0,-25,15,-8,16,5
Cc1ccc2cc3c(NC(=O)c4ccco4)nn(C)c3nc2c1,23,nt,-3.0,0.5,1,8,14,-20,-4
COCCNC(=O)c1cccc(OC2CCN(C(C)COc3ccccc3)CC2)c1 (stereo unspecified),18,107,-3.0,-0.5,5,0,-8,0,1
CCC(=O)N(CCC1(C(C)C)CCOC(C)(C)C1)Cc1ccco1 (stereo unspecified),42,103,-3.0,-2.8,0,10,10,-20,5
NS(=O)(=O)c1ccc(CCNS(=O)(=O)c2cccc(C(=O)O)c2)cc1,18,106,-3.0,-3.8,-6,-11,6,1,7

Full records from above. Values in the order: PHOSPHO1 block, MEKK3 PB1 HTS, IMP-1 inhibitor, VIM-2 inh, p-CIP stab down, SUMO HTRF inh, HCV NS3 hel inh, DNA FID counter, IDE act
NS(=O)(=O)c1ccc(CCNS(=O)(=O)c2cccc(C(=O)O)c2)cc1 reads 18, 106, -3.0, -3.8, -6, -11, 6, 1, 7
O=C(NN1C(=O)C2C3C=CC(C3)C2C1=O)c1ccco1 (stereo unspecified) reads -6, 100, -2.1, -4.9, -6, 0, 0, -2, 2
COCCNC(=O)c1cccc(OC2CCN(C(C)COc3ccccc3)CC2)c1 (stereo unspecified) reads 18, 107, -3.0, -0.5, 5, 0, -8, 0, 1
Cc1ccc2cc3c(NC(=O)c4ccco4)nn(C)c3nc2c1 reads 23, nt, -3.0, 0.5, 1, 8, 14, -20, -4
COc1ccc(N(CC(=O)N2c3ccccc3CC2C)S(=O)(=O)c2c(C)noc2C)cc1 (stereo unspecified) reads 2, 100, -2.1, -2.4, -2, -22, -15, -31, 2

(continued)
SMILES,PHOSPHO1 block,MEKK3 PB1 HTS,IMP-1 inhibitor,VIM-2 inh,p-CIP stab down,SUMO HTRF inh,HCV NS3 hel inh,DNA FID counter,IDE act
Cc1cccc(NC(=S)NC2CC3CCCC(C2)N3CC(C)C)c1 (stereo unspecified),-10,58,0.7,-2.4,-2,-15,-2,16,-2
COc1ccc(OC)c(S(=O)(=O)n2ccc(C)n2)c1,24,104,-2.5,-1.4,15,2,-1,1,4
O=c1[nH]cc(NCCNc2ncc(C(F)(F)F)cc2Cl)c(=O)[nH]1,53,101,-1.9,-3.1,-1,12,-16,-4,4
CC(C)c1cc(CNC(=O)CCc2nnc(CCCc3ccccc3)o2)on1,-6,100,-1.5,-1.1,13,-16,-2,-19,-1
Cc1cccc(C(=O)N[C@H](C(=O)Nc2ccc(S(=O)(=O)NC3=NCCCCC3)cc2)C(C)C)c1,5,84,0.6,0.2,-13,15,3,-26,2
CCN(CC(=O)Nc1c(F)cccc1F)C(=O)c1cccc(S(=O)(=O)N2CCN(c3ccccc3)CC2)c1,43,100,-1.9,-0.1,13,11,-7,-41,5
CS(=O)(=O)N(Cc1nnc(-c2cccs2)o1)c1ccc(Cl)cc1F,11,100,-2.2,-1.0,-16,-14,-1,-14,2
Cc1cccnc1NC(=O)Nc1cccc2ccccc12,7,106,-1.4,-0.6,-2,26,2,-1,5
COc1ccccc1NC(=O)CSc1ccc2nnc(-c3ccncc3)n2n1,0,98,-3.8,-3.3,-3,14,3,-4,-12
Clc1ccc2c(N/N=C/c3ccccc3Br)ccnc2c1,-25,70*[inhibitor],-3.1,-1.9,6,-16,-3,1,-6
Cn1c(N)c(C(=O)N/N=C/c2ccccc2)sc1=S,37,85,-3.3,-5.3,0,7,-19,31,-3
CCOC(=O)c1c2c3c(cccc3[nH]c1=O)C(=O)c1ccccc1-2,27,103,-2.0,0.3,-35,17,-8,4,1
COc1ccc(C(=O)Cn2cc([N+](=O)[O-])nc2C)cc1,15,98,-4.1,-0.8,11,-7,6,-3,-6
Cc1ccc(S(=O)(=O)C2(S(=O)(=O)c3ccc(C)cc3)CC2)cc1,36,107,-1.8,-1.9,-7,22,-10,-12,1
CCn1nc(C(=O)OCC(=O)c2ccc(F)cc2)c2ccccc2c1=O,-5,101,-3.2,-0.7,10,8,4,-13,-2
Cc1ccc(S(=O)(=O)NNC(=O)c2ccc(O)cc2)cc1,1,103,-2.6,-1.1,-3,0,-7,-8,3
FC(F)(F)c1cccc(Cc2noc(CN3CCC(N4CCCCC4)CC3)n2)c1,52,107,-1.2,-4.1,-19,-8,0,12,3
COc1ccc(-c2nn(CCC#N)cc2C=C(C#N)C#N)cc1,32,103,-2.3,-1.5,0,4,-4,1,1
C/C=C/C=C/C(=O)Nc1nccs1,2,102,-0.2,-3.0,-4,2,1,-1,0
N/C(=N\OC(=O)CCC1CCCC1)c1ccncc1,48,101,-2.2,-2.5,-15,2,5,-10,4
Cc1ccc(SCc2noc(-c3c(C)noc3C)n2)cc1,12,102,-1.7,-2.6,-3,8,-1,-5,3
O=C(O)c1ccc(/C=C/c2nc3ccccc3c(=O)[nH]2)cc1,14,105,-2.0,0.3,-22,22,-2,-2,3
O=[N+]([O-])c1ccc(O)c(C=Nc2cccc3ncccc23)c1,-12,98,-3.2,-5.6,0,85,-4,3,6
COc1ccc(C(=O)Nc2cc(Cl)ccc2OC(=O)c2ccc(OC)cc2)cc1,-19,108,-4.1,-5.3,-2,25,9,0,-2
COc1ccccc1Oc1ccccc1[N+](=O)[O-],8,64,0.8,1.2,4,5,4,2,1
COc1ccc(Cc2nnc(SCc3nc4ccccc4c(=O)[nH]3)o2)cc1,14,99,-4.9,-3.0,0,-2,1,-5,6
CC(C)Cn1c(N)c(C(=O)COC(=O)c2ccccc2F)c(=O)n(C)c1=O,10,79,-3.6,-4.3,-17,3,-10,-16,-1
CNc1oc(-c2ccccc2F)nc1S(=O)(=O)c1ccc(C)cc1,-54,109,-1.2,-0.7,-21,9,9,-24,9
Cc1ccc(S(=O)(=O)NCC2CCC(C(=O)O)CC2)cc1 (stereo unspecified),8,101,-0.3,-2.0,-16,24,0,-2,-2
Cc1ccc(C#CC[N+]2(CC#Cc3ccc(C)cc3)CCCCC2)cc1,-4,100,-2.2,-2.9,-29,15,-61,9,2

Later entries.
SMILES,PHOSPHO1 block,MEKK3 PB1 HTS,IMP-1 inhibitor,VIM-2 inh,p-CIP stab down,SUMO HTRF inh,HCV NS3 hel inh,DNA FID counter,IDE act
C/C(CC(C)(C)c1ccccc1)=N\NS(=O)(=O)c1ccccc1,32,92,-0.9,-5.6,-1,5,-4,0,4
Cc1ccc(NC(=S)NC2CC3CCCC(C2)N3Cc2cccs2)cc1 (stereo unspecified),35,97,-3.2,-1.5,-9,1,-23,15,1
CCCCn1c(=O)[nH]c(=O)c2c1nc(-c1cccc(OC)c1)n2C,23,102,0.3,-1.7,-10,-14,-4,-26,0
N#C/C(C(=O)N1CCCC1)=C1/N=C(N)c2ccccc21,-2,91,-2.5,-0.9,-1,-7,-4,3,2
O=C(CCn1cnnn1)Nc1ccccc1F,20,103,-1.5,-0.8,2,-6,0,0,12
COC(=O)c1ccc(CNC(=O)COC(=O)C2CCC(C(C)(C)C)CC2)cc1 (stereo unspecified),5,103,-1.9,-2.1,-11,-8,1,-9,3
COC(=O)c1sccc1NC(=S)NCc1ccc(Cl)cc1,-97,99,-1.4,-1.7,-3,11,-4,-3,0
CCOC(=O)Cc1csc(NS(=O)(=O)c2ccc(SC)cc2)n1,37,111,-3.1,-2.8,-9,7,10,-18,3
O=C(COc1ccc2c3c(c(=O)oc2c1)CCC3)N[C@@H](Cc1ccccc1)C(=O)O,8,100,-3.6,-1.7,0,23,6,-26,3
COc1ccc(CC(=O)N[C@@H](CCSC)C(=O)N2CCC3(CC2)NCCc2[nH]cnc23)cc1,22,101,-2.2,-0.7,-14,13,-24,-3,0
O=C(c1cccs1)N(Cc1ccccn1)Cc1ccco1,18,109,1.9,-6.0,11,-4,4,-1,7
COC(=O)[C@H](C)[C@H]1C[C@]1(C)[C@H](NC(=O)OCc1ccccc1)c1ccccc1,1,80,-3.1,-5.0,-5,-50,-1,-38,-4
COc1cc(-c2noc(-c3cccc(Cl)c3)n2)cc(OC)c1OC,4,102,-1.9,0.3,7,-10,-3,4,5
COc1cc(S(=O)(=O)Nc2ccccc2C)ccc1Cl,5,111,-2.6,-1.9,2,30,-10,-6,0
O=C(Nc1nonc1NC(=O)c1cccs1)c1cccs1,-23,69,0.1,2.2,-7,15,0,0,-4
CCCCOc1ccc(C(O)(CC)CCN2CCOCC2)cc1 (stereo unspecified),-4,112,-2.2,-1.6,-2,-2,-8,4,6
COc1ccc(CC(=O)c2ccc(OC)c(OC)c2C)cc1OC,-8,103,-4.4,-2.0,2,-6,-7,-16,5
CC(C)(C)c1nnc2sc(SC/C(O)=C(\C#N)c3nc4ccccc4[nH]3)nn2c1=O,71*,103,-6.0,-3.0,-24,11,1,-6,-1
COc1ccc(Cn2c(-c3ccc(OC)cc3)n[nH]c2=S)cc1,nt,104,-2.8,11*,-21,21,5,-23,2
